# Screening results (PubChem)
# RT RNaseH block: blocks HIV-1 RNase H cleavage of RNA/DNA duplex | inhibition, % at 10 µM | RT-RNase H RNA/DNA duplex cleavage, fluorescence | 65,000 compounds, 1.9% hits; in the data active = inhibition above about 50%
# RmlC RmlD mix: RmlC/RmlD inhibition, mixture screen. inhibition, % at 5.5 µM. 110,000 compounds, 0.39% hits. RmlC/RmlD coupled enzyme inhibition, 384-well mixture HTS; in the data active = inhibition above about 30%, passing the limit was not always enough; note: strong numbers were not always called active
# The depositor's hits bear a star; . = no result given. This is a subset. The share of hits here may be higher or lower than overall.
SMILES,RT RNaseH block,RmlC RmlD mix
CC(=O)OC1COC(n2ccc3ccccc32)C(OC(C)=O)C1OC(C)=O (centres undefined),-1.8,-2.0
O=C(CN1C(=O)NC2(CCCCCCC2)C1=O)N1CCOCC1,-2.6,-1.8
CCOC(=O)C1CCCN(C(=O)CN2C(=O)C(CC)Oc3ccc(C)cc32)C1 (centres undefined),-3.2,8.4
Cc1ccc(CSc2nnc(-c3cccnc3)n2N)cc1,.,8.3
CCn1c(SCC(=O)Nc2cc(C)on2)nc2c(c1=O)SC(C)C2 (centres undefined),-4.5,6.4
Cc1nnc(Oc2ccccc2F)c2ccccc12,-14.1,-5.9
O=C(Nc1ccc2c(c1)OCCO2)c1cccc(S(=O)(=O)N2CCCCC2)c1,.,-7.4
O=C1c2ccccc2-c2ncnc3c(N4CCOCC4)cc(N4CCOCC4)c1c23,-8.8,15.3
CC(N)C12CC3CC(CC(C3)C1)C2 (centres undefined),.,-5.4
Cc1ccc(-n2c(C)c3c(C)nnc(C)c3c2C)cc1,-9.1,.
CCCCc1nnc(NC(=O)C2CCCO2)s1 (centres undefined),0.1,-12.8
Cc1ccc(S(=O)(=O)N/N=C/c2cn(C)nc2C)cc1,.,1.4
CN(C1CCCCC1)S(=O)(=O)c1ccc(NC(=O)CCC(=O)O)cc1,4.5,13.1
O=C(c1cc2cc3ccc(Cl)cc3nc2o1)N1CCC2(CC1)OCCO2,-19.8,-11.9
O=C(c1c(F)cccc1F)N(Cc1ccccn1)C1CCCC1,-0.8,6.7
CCCCCC(=O)Nc1ccc(Cl)cn1,5.7,4.7
CCOC(=O)c1c(C)oc2ccc(OC(=O)N3CCOCC3)cc12,-6.2,-6.4
CCOC(=O)C(NC(=O)Cc1ccccc1)(Nc1cc(C)on1)C(F)(F)F (centres undefined),.,-47.4
CCCCNC(=S)NC(=O)c1ccc(Cl)cc1Cl,.,12.4
COc1ccc(N2C(=S)N(C(=O)c3ccccc3)C(=Nc3ccccc3)C2=Nc2ccccc2)cc1,.,-2.2

# A draw from above in order of count of non-hydrogen atoms, rising:
SMILES,RT RNaseH block,RmlC RmlD mix
CC(N)C12CC3CC(CC(C3)C1)C2 (centres undefined),.,-5.4
CCCCCC(=O)Nc1ccc(Cl)cn1,5.7,4.7
CCCCc1nnc(NC(=O)C2CCCO2)s1 (centres undefined),0.1,-12.8
CCCCNC(=S)NC(=O)c1ccc(Cl)cc1Cl,.,12.4
Cc1nnc(Oc2ccccc2F)c2ccccc12,-14.1,-5.9
Cc1ccc(S(=O)(=O)N/N=C/c2cn(C)nc2C)cc1,.,1.4
Cc1ccc(CSc2nnc(-c3cccnc3)n2N)cc1,.,8.3
O=C(CN1C(=O)NC2(CCCCCCC2)C1=O)N1CCOCC1,-2.6,-1.8
CCOC(=O)c1c(C)oc2ccc(OC(=O)N3CCOCC3)cc12,-6.2,-6.4
CN(C1CCCCC1)S(=O)(=O)c1ccc(NC(=O)CCC(=O)O)cc1,4.5,13.1
O=C(c1cc2cc3ccc(Cl)cc3nc2o1)N1CCC2(CC1)OCCO2,-19.8,-11.9
CC(=O)OC1COC(n2ccc3ccccc32)C(OC(C)=O)C1OC(C)=O (centres undefined),-1.8,-2.0
O=C(Nc1ccc2c(c1)OCCO2)c1cccc(S(=O)(=O)N2CCCCC2)c1,.,-7.4
O=C1c2ccccc2-c2ncnc3c(N4CCOCC4)cc(N4CCOCC4)c1c23,-8.8,15.3
COc1ccc(N2C(=S)N(C(=O)c3ccccc3)C(=Nc3ccccc3)C2=Nc2ccccc2)cc1,.,-2.2

# The list goes on.
SMILES,RT RNaseH block,RmlC RmlD mix
COc1ccc2c(c1OC)C(=O)N(c1ccc3c(c1)CCC3)C2=O,2.4,6.4
CC(=O)N1N=C(c2ccco2)CC1c1cccs1 (centres undefined),.,10.1
CCOc1ccc(-n2c(SCC(=O)Nc3ccc4c(c3)OCO4)nc3ccccc3c2=O)cc1,.,7.9
O=C(Cn1cnc2c(cnn2-c2ccc(Cl)cc2)c1=O)NC1CCCCC1,45.2,-6.8
CCOC(=O)c1c(NC(=O)c2c(-c3ccccc3)noc2C)sc(C)c1-c1ccccc1,.,-36.8
CCOc1ccccc1NC(=O)C1CCCCN1S(=O)(=O)c1ccc(F)cc1 (centres undefined),.,6.2
OC(COC1CCCCC1)CN1CCN(c2ccccc2)CC1 (centres undefined),-1.1,24.7
COc1ccc(NC(=O)CSc2nc(O)c(Cc3ccccc3)c(=O)[nH]2)cc1,4.2,3.6
COC(=O)C[C@H]1c2cc(F)ccc2S(=O)(=O)N1Cc1ccccc1,.,-23.4
Cc1ccc(OCC(=O)NCCN2CCOCC2)cc1C,.,-3.1
COc1ccc(NC(=O)N2CCCC(c3nc(-c4ccc(C(C)C)cc4)no3)C2)cc1 (centres undefined),-1.9,6.9
Cn1c(C(=O)NCCN2CCOCC2)cc2sccc21,-18.6,2.6
CSc1ccccc1C(=O)Nc1cccc(C(C)=O)c1,.,19.0
COc1ccccc1CNC(=O)CN(c1ccc(C)cc1)S(=O)(=O)c1c(C)n[nH]c1C,-14.3,-2.4
CS(=O)(=O)N1CCCC(C(=O)NCCN2CCC(Cc3ccccc3)CC2)C1 (centres undefined),-3.9,-12.4
CCCC(=O)Nc1ccc(C(=O)/C=C/c2ccc(SC)cc2)cc1,.,-11.3
Cc1ccc(NC(=O)CC2C(=O)NC3CCCCC3N2C(=O)c2ccc(F)cc2)cc1C (centres undefined),-1.2,5.0
CCOc1ccccc1CNC(=O)c1cc2oc3ccccc3c2n1CC,.,-19.3
O=C(COC(=O)C1COc2ccccc2O1)NC(=O)NC1CCCC1 (centres undefined),-2.0,4.1
C=CCc1ccccc1OCC(O)CN1CCN(c2ccc(C)cc2)CC1 (centres undefined),-1.2,8.5
O=C1CCC([N+](=O)[O-])C(c2ccc(Cl)cc2)N1 (centres undefined),.,-11.2
CCCCN=Cc1sc2ccc(OCC)cc2c1O,.,-16.2
COc1ccc(NC(=O)CS(=O)CC(=O)Nc2cc(Cl)ccc2OC)cc1 (centres undefined),-7.1,-44.5
c1ccc(CSCc2cn3ccsc3n2)cc1,-33.1,-10.7
O=C(c1ccc(-c2ccccc2)cc1)N1CCN(C(=O)c2ccco2)CC1,-15.2,-9.4
COc1ccc(CC(=O)Nc2cccc(-c3csc(C)n3)c2)cc1,.,-5.7
O=C(NCc1ccc2c(c1)OCO2)c1cccc2c1C(=O)N(C1CCCCC1)C2,-0.8,-6.3
CCCc1n[nH]c2c1C(=O)CC(C)(C)C2,-0.1,7.6
COC(=O)Cn1cc(/C=N/NC(=O)c2ccc(C#N)cc2F)c2ccccc21,.,7.1
COc1ccc(C2=NC(c3ccccc3)CO2)cc1 (centres undefined),.,-10.5
Cc1ccc(N(CC(=O)Nc2ccccc2C(=O)N2CCOCC2)S(C)(=O)=O)cc1,.,-8.6
C#CCOCCOCCOCCNc1nc(N2CCOCC2)nc(N2CCN(C(=O)[C@H](CCC(=O)O)n3cc(C(N)Cc4ccc(O)cc4)nn3)CC2)n1 (some centres undefined),.,-2.1
Cc1ccc(S(=O)(=O)n2nc(OC(=O)c3c(-c4ccccc4Cl)noc3C)cc2N)cc1,-6.3,4.5
COc1ccc(C2OC(=O)CC2C(=O)NC(C)C)cc1 (centres undefined),11.9,-10.3
CC(C)Nc1nc(NC(C)C)nc(N(C)C(N)=O)n1,-24.0,7.7
COc1ccccc1-c1c(C)nn2c(N3CCC(C(N)=O)CC3)cc(C)nc12,.,4.1
O=C(c1ccc(F)cc1)c1cn[nH]c1-c1ccccc1O,-56.5,10.2
CC(C)(Oc1ccc(Cl)cc1)C(=O)N1CCN(c2ccccn2)CC1,-10.2,-10.6
Cc1nnc(NC(=O)c2ccccc2C(=O)O)s1,.,-11.3
CCOc1ccc(N2C(=O)CC(NCCc3ccncc3)C2=O)cc1 (centres undefined),-13.7,3.8
CCC1(C)Cc2c(sc3[nH]c(=S)n(Cc4ccccc4)c(=O)c23)CO1 (centres undefined),.,6.5
COC(=O)Cc1[nH]nc2c1C1(C(=O)N(Cc3ccc(Cl)cc3)c3ccccc31)C(C#N)=C(N)O2 (centres undefined),-10.3,-12.7
CCn1c(SCC(=O)NC2CCCC2)nnc1-c1c[nH]c2ccccc12,.,-6.0
Cc1ccc(CC(NC(=O)c2ccccc2)C(=O)N2CCCC2C(=O)O)cc1 (centres undefined),-11.6,-0.8
Cc1nnc(NC(=O)CSc2cn(Cc3ccccc3)c3ccccc23)s1,11.4,6.0
COC(=O)CC1=C(C(=O)OC)C(c2ccncc2)C(C#N)=C(N)O1 (centres undefined),5.2,-10.3
c1cc(C2OCCN2CC2COC3(CCCC3)O2)ccn1 (centres undefined),-17.5,-12.2
COc1ccc(C(CC(=O)O)NC(C)=O)cc1OC (centres undefined),-23.5,12.8
CC1=CC(C)(C)N(S(=O)(=O)c2ccc(C)cc2)c2ccccc21,.,7.4
C=CCOc1ccc(Br)cc1/C=N/O,.,-1.0
COCC(C)NC(=O)C1CC(c2cccc(Br)c2)=NO1 (centres undefined),-11.4,2.0
Cn1c(=O)c(C(=O)CSc2nnc(Nc3ccccc3)s2)c(N)n(Cc2ccccc2)c1=O,.,5.4
COc1ccc2sc(N3C(=O)C4CC=C(C)CC4C3=O)nc2c1 (centres undefined),-8.1,-12.3
CCc1c(C(=O)NC2CCCC2)csc1C,0.4,-3.1
N#Cc1cccc(-c2nnc(SCc3ccccc3C#N)o2)c1,-19.5,11.3
COC(=O)CN1C2(C#N)CCCCC2CC2CCCCC21C#N (centres undefined),-0.1,7.0
O=C(Nc1nc(COc2ccccc2)cs1)C1CCC1,.,45.3
Cc1ccc(N2CCN(c3ccc(C)cc3)C2c2ccccn2)cc1,-10.2,-26.5
Cc1cccc(C)c1OCC(O)CNS(=O)(=O)c1ccccc1C(=O)N1CCOCC1 (centres undefined),-7.4,-4.7
O=C1CCC(=O)N1c1nc2nc(-c3ccccc3)cc(=O)n2[nH]1,.,6.6

# Additional records follow:
SMILES,RT RNaseH block,RmlC RmlD mix
CC(OC(=O)c1cccs1)C(=O)NCc1ccco1 (centres undefined),-8.8,7.4
COCCOC(=O)c1[nH]c2c(c1C)C(=O)CC(c1cc(OC)ccc1OC)C2 (centres undefined),-8.8,6.0
CN1CCN(C(=O)c2ccc(S(=O)(=O)c3ccc(Br)cc3)cc2)CC1,5.8,8.1
Cc1cc(C(=O)Nc2c(C)n(C)n(-c3ccccc3)c2=O)on1,.,-12.6
Cc1cc(C)c2c(=O)c3c(oc2c1)C(=O)N(CCO)C3c1cccc(O)c1 (centres undefined),5.6,-7.3
CS(=O)(=O)N1CCN(c2ccccc2F)CC1,1.2,-2.2
CC(=O)N1CCCc2cc(S(=O)(=O)N3CCc4ccccc4C3)ccc21,-21.0,5.0
Cc1ccc(-c2nc(CS(=O)(=O)CC(=O)N3CC(C)CC(C)C3)c(C)o2)cc1 (centres undefined),1.8,-1.3
COc1cc(/C=N\NC(=O)c2sc(N)nc2C)cc(OC)c1OC,.,-6.2
COc1ccc(NS(=O)(=O)c2ccc(Oc3ncccn3)cc2)cc1,-1.6,-10.3
Cn1c(CC(=O)Nc2ccc(Cl)c(Cl)c2)nnc1SCC(=O)N1CCN(c2ccccc2)CC1,.,-12.2
Cc1nc2c(C)cccn2c1/C(O)=C1\C(=O)C(=O)N(CCN2CCOCC2)C1c1ccncc1 (centres undefined),7.4,27.2
CC1=C(C(=O)Nc2ccccc2)C(c2ccco2)C(C#N)=C(SCC(N)=O)N1 (centres undefined),.,-0.9
CCOC(=O)N1CCc2c(sc(NC(=O)c3ccc(S(=O)(=O)N4CCCC4)cc3)c2C#N)C1,-1.0,.
CC(C)(C)C(=O)N1CCc2cc(-c3csc(N)n3)ccc21,.,-10.4
CC(NC(=O)c1cccnc1)C(c1cccs1)N1CCN(C)CC1 (centres undefined),-4.9,8.6
N#Cc1ccc2ccn(CC(=O)NCc3ccccc3)c2c1,-7.3,6.6
CC(C)NC(=O)c1cc(-c2cccs2)on1,.,-118.7
CCOc1ccc2[nH]c(=O)c(CN(CCO)C(c3nnnn3C3CCCCC3)C(C)C)cc2c1 (centres undefined),2.6,12.1
CCOC(=O)c1[nH]c(C)c(C(=O)NC(C)(C)C)c1C,-25.2,8.5
O=C(c1c[nH]c2ccccc12)C(O)C(c1ccccc1)N1CCOCC1 (centres undefined),-2.6,-4.3
O=C(CC1CCCCC1)NCc1ccccn1,2.0,1.3
Cc1cc(C)c2cc(C#N)c(SCC(=O)NCC3CCCO3)nc2c1 (centres undefined),-2.1,-3.5
CCn1c(SCC(=O)Nc2ccc(C(C)=O)cc2)nc2nc3c(cc2c1=O)CCCC3,.,5.9
NC(=O)CSc1nnc(Cc2csc(Nc3ccc(F)cc3)n2)n1Cc1ccccc1,.,-12.9
Cc1occc1C(=O)NCc1ccccc1F,3.6,-16.4
CCS(=O)(=O)Nc1cc(C(=O)OC)ccc1C(=O)OC,.,-2.2
COc1cc(C=O)c(Br)cc1OC1CCCC1,.,-4.3
O=C1CCSc2ccc(Cl)cc2N1Cc1ccccc1,.,-9.8
O=C(O)C1CC(=O)N(c2ccc(OCc3c(F)cccc3Cl)cc2)C1 (centres undefined),-20.5,0.4
Cc1nc2ccccn2c1/C(O)=C1\C(=O)C(=O)N(CCCn2ccnc2)C1c1ccncc1 (centres undefined),-2.8,0.1
Cc1nnc(NC(=O)c2ccccc2Br)s1,-1.7,-7.5
CCCCOc1ccc(CSC(CC(=O)O)C(=O)O)cc1 (centres undefined),0.9,10.4
Nc1ccc(N2CCN(C(=O)c3cccs3)CC2)cc1,.,-10.9
COC(=O)c1cccc(N2C(=O)C3CC=CCC3C2=O)c1 (centres undefined),.,4.2
CCOC(=O)c1[nH]c(C)c(/C(O)=C2\C(=O)C(=O)N(CCCn3ccnc3)C2c2ccncc2)c1C (centres undefined),-2.6,-2.0
COC(=O)C1=C(C(=O)OC)[C@@H]2N(C)c3ccccc3[C@@]23C[C@@H](C(=O)OC)N(C(=O)c2ccc(Br)cc2)C3=N1,.,3.3
COCCN(CCOC)Cc1c(O)ccc2c3c(c(=O)oc12)CCC3,-3.4,157.7
CCCCOc1ccc(S(=O)(=O)N2CCCCCC2)cc1,-1.2,-313.9
